High-throughput results (PubChem)
TcdB inh: blocks C. difficile toxin B glycohydrolase activity. P18177. TcdB glycohydrolase enzymatic assay, plate reader. inhibition, % at 9.99 µM. 350,000 tested, 0.24% active. AID 652162; in the data active means inhibition above about 10%
* marks the source's active call; other numbers are inactive results; & = joins results of further samples.

no. | Compound | TcdB inh
1 | C[C@@H]1CN([C@H](C)CO)C(=O)Cc2cc(NC(=O)Nc3ccc(F)cc3)ccc2O[C@H]1CN(C)CC1CC1 | 1.1
2 | O=C(C[C@@H]1C[C@@H]2c3cc(NC(=O)C4CCOCC4)ccc3O[C@@H]2[C@H](CO)O1)NCCN1CCCCC1 | -2.5
3 | COc1cccc(-c2ccc(C3[C@H]4CNC[C@@H]3N4C(=O)Nc3ccc4c(c3)OCO4)cc2)c1 (some centres not stated) | 0.2
4 | C[C@@H]1CN([C@H](C)CO)C(=O)c2cc(-c3cccc(F)c3)cnc2O[C@H]1CN(C)C(=O)Nc1cc(F)ccc1F | -0.8
5 | C/C=C/c1ccc2c(c1)[C@H]1[C@H](CCN1S(=O)(=O)c1cn(C)cn1)[C@H](CO)N2 | 1.9
6 | C[C@@H]1CN([C@H](C)CO)C(=O)c2cc(NC(=O)CCCN(C)C)ccc2O[C@@H](C)CCCCO[C@@H]1CN(C)C(=O)c1ccccc1 | -0.2
7 | CO[C@@H]1CC[C@@H]2CCOc3ccc(C#N)cc3C(=O)N(C)C[C@@H](OC)[C@H](C)C(=O)N(C)C[C@@H]1O2 | -0.6
8 | C[C@@H]1CN([C@@H](C)CO)C(=O)Cc2cc(NC(=O)C3CC3)ccc2O[C@@H]1CN(C)S(=O)(=O)c1ccccc1 | 0.7
9 | Cc1ccc(S(=O)(=O)N2C[C@H](O)COC[C@H]3O[C@H](CC(=O)N[C@H]4CCN(Cc5ccccc5)C4)CC[C@@H]32)cc1 | -1.3
10 | COc1ccc(CN(C)C[C@@H]2OCCCC[C@H](C)Oc3ccc(NC(=O)CCC(F)(F)F)cc3C(=O)N([C@@H](C)CO)C[C@H]2C)cc1 | -0.9
11 | O=C(C[C@@H]1C[C@@H]2c3cc(NC(=O)C4CCC4)ccc3O[C@@H]2[C@H](CO)O1)NCc1cc(F)ccc1F | -4.5
12 | Cc1cc(=O)c2c(ccc3c(=O)cc(C)[nH]c32)[nH]1 | 1.3
13 | O=C(c1ccncc1)N1C[C@H]2[C@@H](c3ccccc31)[C@@H](CO)N2Cc1ccccc1F | -1.0
14 | C/C=C/c1ccc2c(c1)O[C@@H](CN(C)C(=O)c1ccccc1F)[C@H](C)CN([C@H](C)CO)S2(=O)=O | 0.7
15 | COCC(=O)Nc1ccc2c(c1)[C@H]1C[C@H](CC(=O)N3CCOCC3)O[C@H](CO)[C@H]1O2 | -1.4
16 | CC(C)NC(=O)Nc1ccc2c(c1)C(=O)N([C@H](C)CO)C[C@H](C)[C@@H](CN(C)C(=O)Nc1ccc(F)cc1)O2 | 0.0
17 | CCCC(=O)Nc1ccc2c(c1)C(=O)N(C)C[C@@H](OC)[C@@H](C)CN(C)[C@H](C)CO2 | 1.8
18 | CS(=O)(=O)N1CC2(C1)[C@@H](c1ccccc1)[C@@H](CO)N2CCC(F)(F)F | 0.3
19 | O=C(NC1CCCCC1)N[C@H]1C=C[C@H](CC(=O)N2CCOCC2)O[C@H]1CO | 0.4
20 | C=CC[C@H](O)c1ccc(O)c(F)c1 | 1.8
21 | C[C@H]1CN([C@@H](C)CO)C(=O)c2cc(NC(=O)NC3CCCCC3)ccc2O[C@@H]1CN(C)Cc1ccc2c(c1)OCO2 | -0.1
22 | C[C@@H]1CCCCO[C@H](CN(C)C(=O)NC2CCCCC2)[C@H](C)CN([C@@H](C)CO)C(=O)c2cc(NC(=O)c3ccncc3)ccc2O1 | 0.4
23 | COCCOC(=O)N1C(=O)[C@@]2(c3cc(C#CC4=CCCCC4)ccc31)[C@H](c1ccc(OCCO)cc1)N1[C@H](c3ccccc3)[C@H](c3ccccc3)OC(=O)[C@H]1[C@@H]2C(=O)N1CCc2cc(OC)c(OC)cc2C1 | 0.9
24 | CN(C)CCCNC(=O)C[C@@H]1CC[C@@H](NS(=O)(=O)c2ccccc2)[C@@H](CO)O1 | 1.2
25 | CN(C)C(=O)c1cccc(-c2ccc([C@@H]3[C@@H](CO)N4C(=O)CN(C(=O)C5CC5)C[C@H]34)cc2)c1 | 0.9
26 | CC=Cc1ccc2n(c1=O)C[C@@H]1[C@@H](CO)[C@H](C(=O)NCCC)N(CC3CC3)[C@H]21 (mixture of isomers) | -0.3
27 | C[C@@H]1CN([C@H](C)CO)S(=O)(=O)c2ccc(C#C[C@@H](C)O)cc2O[C@@H]1CN(C)C(=O)CC1CC1 | -0.3
28 | C[C@@H]1CN([C@H](C)CO)C(=O)Cc2cc(NS(=O)(=O)c3ccc(F)cc3)ccc2O[C@H]1CN(C)C(=O)Nc1cccc2ccccc12 | -0.1
29 | COc1cc2c(c(OC)c1OC)C1(CCCCC1)CC2NS(=O)(=O)C(C)C (configuration not stated) | 1.7
30 | CCC(=O)N(C)C[C@H]1Oc2ncc(Br)cc2C(=O)N([C@H](C)CO)C[C@@H]1C | -0.9
31 | COc1cccc(NC(=O)N[C@H]2C=C[C@@H](CC(=O)Nc3ccc(-c4ccccc4)cc3)O[C@H]2CO)c1 | -3.6
32 | C/C=C/c1cnc2c(c1)C(=O)N([C@@H](C)CO)C[C@H](C)[C@@H](CN(C)S(=O)(=O)c1ccccc1)O2 | -0.4
33 | C[C@@H]1CN([C@@H](C)CO)C(=O)c2cc(-c3ccc(F)cc3)cnc2O[C@@H]1CN(C)C(=O)NC1CCCC1 | 0.9
34 | C[C@H](NC(=O)C[C@@H]1C=C[C@@H](NC(=O)CN2CCOCC2)[C@@H](CO)O1)c1ccccc1 | 0.6&0.7
35 | CCCN(C)C[C@H]1OCCCC[C@@H](C)Oc2ccc(N(C)C)cc2C(=O)N([C@H](C)CO)C[C@@H]1C | -11
36 | C[C@H]1CN([C@@H](C)CO)C(=O)c2cccc(NC(=O)Nc3ccccc3)c2O[C@@H]1CN(C)C(=O)Nc1ccccc1 | 0.4
37 | CC(C)NC(=O)N(C)C[C@@H]1Oc2ncc(C#CCc3ccccc3)cc2C(=O)N([C@@H](C)CO)C[C@@H]1C | -5.9
38 | CC=Cc1ccc2n(c1=O)C[C@H]1[C@H](CO)[C@@H](C(=O)N3CCOCC3)[C@@H]2N1CC1CCCC1 (mixture of isomers) | -1.8
39 | CN1c2ccc(-c3ccccc3)cc2[C@@H]2[C@@H](CCN2C(=O)c2ccc(F)cc2)[C@@H]1CO | -2.1
40 | COc1ccc(NC(=O)N[C@H]2CC[C@@H](CCNC(=O)CCN3CCCCC3)O[C@H]2CO)cc1 | -1.0

Structures shown so far that contain a CF3 group (2):
no. | Compound | TcdB inh
10 | COc1ccc(CN(C)C[C@@H]2OCCCC[C@H](C)Oc3ccc(NC(=O)CCC(F)(F)F)cc3C(=O)N([C@@H](C)CO)C[C@H]2C)cc1 | -0.9
18 | CS(=O)(=O)N1CC2(C1)[C@@H](c1ccccc1)[C@@H](CO)N2CCC(F)(F)F | 0.3

Going on with the list:
no. | Compound | TcdB inh
41 | COc1ccc(C#Cc2ccc3c(c2)O[C@@H](CN(C)C)[C@@H](C)CN([C@@H](C)CO)S3(=O)=O)cc1 | 0.5
42 | O=C(C[C@H]1CC[C@H]2NC[C@@H](O)COC[C@@H]2O1)Nc1nccs1 | -2.3
43 | CCCN1C[C@@H](C)[C@H](OC)CN(C)C(=O)c2ccc(NS(=O)(=O)c3ccccc3)cc2OC[C@@H]1C | 1.2
44 | CO[C@H]1CN(C)C(=O)c2ccc(NS(=O)(=O)c3ccccc3C)cc2OC[C@H](C)N(C)C[C@H]1C | 1.0
45 | Cc1ccc(S(=O)(=O)NCC[C@H]2CC[C@H](NC(=O)Nc3cccc(F)c3)[C@@H](CO)O2)cc1 | 1.0
46 | C[C@@H]1CN([C@H](C)CO)C(=O)c2cccc(NC(=O)C3CCOCC3)c2O[C@@H]1CN(C)C(=O)NC1CCCCC1 | 0.5
47 | CC(C)NC(=O)N[C@H]1CC[C@H](CC(=O)N2CCCCC2)O[C@H]1CO | 2.1
48 | C[C@@H]1CCCCO[C@H](CN(C)Cc2ccc3c(c2)OCO3)[C@@H](C)CN([C@@H](C)CO)C(=O)c2cc(NC(=O)C3CCCCC3)ccc2O1 | -1.6
49 | C[C@@H]1CCCCO[C@H](CN(C)CC2CC2)[C@H](C)CN([C@@H](C)CO)C(=O)c2cc(NS(C)(=O)=O)ccc2O1 | -0.9
50 | CC(C)NC(=O)N1[C@@H]2CN(C(=O)C3CCC3)c3ccccc3[C@@H]2[C@@H]1CO | -0.2

Retrieved one by one from the entries so far:
no. | Compound | TcdB inh
46 | C[C@@H]1CN([C@H](C)CO)C(=O)c2cccc(NC(=O)C3CCOCC3)c2O[C@@H]1CN(C)C(=O)NC1CCCCC1 | 0.5
43 | CCCN1C[C@@H](C)[C@H](OC)CN(C)C(=O)c2ccc(NS(=O)(=O)c3ccccc3)cc2OC[C@@H]1C | 1.2
48 | C[C@@H]1CCCCO[C@H](CN(C)Cc2ccc3c(c2)OCO3)[C@@H](C)CN([C@@H](C)CO)C(=O)c2cc(NC(=O)C3CCCCC3)ccc2O1 | -1.6
50 | CC(C)NC(=O)N1[C@@H]2CN(C(=O)C3CCC3)c3ccccc3[C@@H]2[C@@H]1CO | -0.2
47 | CC(C)NC(=O)N[C@H]1CC[C@H](CC(=O)N2CCCCC2)O[C@H]1CO | 2.1

More results follow:
no. | Compound | TcdB inh
51 | CCCNC(=O)[C@H]1[C@H](CO)[C@H]2Cn3c(cccc3=O)[C@H]2N1CC1CC1 | -1.5
52 | CN1CCN(C(=O)C[C@@H]2CC[C@H]3[C@@H](COC[C@H](O)CN3Cc3cccc(-c4ccncc4)c3)O2)CC1 | -1.4
53 | C[C@H]1CCCCO[C@H](CN(C)S(=O)(=O)c2ccccc2)[C@@H](C)CN([C@@H](C)CO)C(=O)c2cc(NC(=O)Nc3ccccc3)ccc2O1 | -0.3
54 | COc1ccc(S(=O)(=O)N(C)C[C@@H]2Oc3ncc(/C=C/c4ccccc4)cc3C(=O)N([C@H](C)CO)C[C@@H]2C)cc1 | -2.0&-4.0
55 | CC(C)NC(=O)Nc1ccc2c(c1)C(=O)N([C@@H](C)CO)C[C@H](C)[C@H](CN(C)C)O2 | 0.7
56 | CCS(=O)(=O)Nc1ccc2c(c1)C(=O)N(C)[C@@H]1CC[C@H](CC(=O)NC)O[C@@H]1CO2 | 1.0
57 | CN1C(=O)c2cc(NC(=O)NC3CCCC3)ccc2OC[C@H]2O[C@H](CC(=O)NCC3CC3)CC[C@H]21 | 2.1
58 | C[C@H]1CN([C@@H](C)CO)S(=O)(=O)c2ccc(C3=CCCCC3)cc2O[C@H]1CN(C)C(=O)CC1CC1 | 0.9
59 | O=C(C[C@H]1C=C[C@@H](NC(=O)c2ccccn2)[C@@H](CO)O1)NCc1cccc(F)c1 | 0.1
60 | Cc1noc(C)c1NC(=O)Nc1ccc2c(c1)C(=O)N([C@H](C)CO)C[C@@H](C)[C@@H](CN(C)C)OCCCC[C@@H](C)O2 | -1.7
61 | C[C@H]1CCCCO[C@@H](CN(C)CC2CCCCC2)[C@@H](C)CN([C@@H](C)CO)C(=O)c2cc(NC(=O)Nc3ccccc3)ccc2O1 | 0.2
62 | COC(=O)[C@H]1[C@H](CO)[C@H]2Cn3c(ccc(-c4ccccc4)c3=O)[C@H]2N1C(=O)CC1CC1 | -0.4
63 | C[C@@H]1CN([C@H](C)CO)S(=O)(=O)c2ccc(C#CCC3CCCC3)cc2O[C@H]1CN(C)C | 2.4
64 | COCC(=O)N1[C@H](CO)[C@H](c2ccccc2)C12CN(C(=O)NC1CCCC1)C2 | -0.6
65 | O=C(C1CC1)N1CC(=O)N2[C@H](CO)[C@H](c3ccc(-c4cccnc4)cc3)[C@H]2C1 | 0.7
66 | C[C@H](CO)N1C[C@H](C)[C@H](CN(C)S(=O)(=O)c2ccc(Cl)cc2)OCCCC[C@H](C)Oc2ccc(NS(=O)(=O)c3ccccc3)cc2C1=O | -0.7
67 | O=C(C[C@H]1CC[C@H]2[C@@H](COC[C@@H](O)CN2C(=O)Nc2ccc(Cl)cc2)O1)NCC1CC1 | -0.1
68 | COc1ccc(C(=O)Nc2ccc3c(c2)C(=O)N(C)C[C@H](OC)[C@H](C)CN(C)[C@H](C)CO3)cc1 | -1.1
69 | CN(C)CC(=O)N[C@H]1CC[C@@H](CCNC(=O)C2CCC2)O[C@@H]1CO | -0.4
70 | COCC(=O)Nc1ccc2c(c1)OC[C@@H](C)N(C(=O)CN1CCOCC1)C[C@@H](C)[C@H](OC)CN(C)C2=O | -1.1
71 | COc1ccccc1S(=O)(=O)N1CC[C@@H]2[C@H](CO)Nc3ccc(-c4ccc(F)cc4)cc3[C@@H]21 | 1.7
72 | COc1ccc(NC(=O)N(C)C[C@@H]2OCCCC[C@@H](C)Oc3ccc(NC(=O)Nc4ccccc4)cc3C(=O)N([C@H](C)CO)C[C@@H]2C)cc1 | -2.1
73 | COc1ccc(S(=O)(=O)Nc2ccc3c(c2)C(=O)N([C@H](C)CO)C[C@@H](C)[C@@H](CN(C)Cc2ccc(C(=O)Nc4ccccc4N)cc2)O3)cc1 | 0.5
74 | C[C@H](CO)N1C[C@H](C)[C@H](CN(C)S(=O)(=O)c2ccc(F)cc2)OCCCC[C@H](C)Oc2ccc(NC(=O)Nc3cccc4ccccc34)cc2C1=O | -1.2
75 | COc1ccccc1S(=O)(=O)N[C@@H]1CC[C@@H](CCNC(=O)C2CCCC2)O[C@@H]1CO | -14
76 | CCc1cnc(N2[C@@H](C#N)[C@H](c3ccc(C#CC(C)C)cc3)[C@@H]2CO)s1 | 0.5
77 | CCCNC(=O)Nc1ccc2c(c1)C(=O)N(C)C[C@H](OC)[C@@H](C)CN(C(=O)c1ccccc1F)[C@@H](C)CO2 | 0.3
78 | CCCN1[C@@H]2c3ccc(-c4ccc(OC)cc4)c(=O)n3C[C@@H]2[C@@H](CO)[C@@H]1C(=O)OC | -1.0
79 | CO[C@@H]1CN(C)C(=O)c2ccc(NC(=O)Cc3ccccc3)cc2OC[C@@H](C)N(C(C)=O)C[C@@H]1C | -1.1
80 | CN1CCN(C(=O)C[C@H]2C=C[C@H](NC(=O)Cc3ccccn3)[C@@H](CO)O2)CC1 | -0.3
81 | C[C@H](CO)N1C[C@H](C)[C@H](CN(C)S(C)(=O)=O)Oc2ccc(NS(=O)(=O)c3ccc(F)cc3)cc2CC1=O | -0.4
82 | CCC(=O)N[C@@H]1C=C[C@@H](CC(=O)NCC2CCCCC2)O[C@H]1CO | 1.6
83 | COc1ccc2c3c([nH]c2c1)[C@H](CO)N(C(C)=O)CC31CCN(C(=O)Nc2ccccc2F)CC1 | 0.1

These rows are one share of the data; count on the stated rates, not on these rows.
